Bioassay records from PubChem.
Pf Dd2 growth: blocks in vitro growth of P. falciparum Dd2; AID 1347417; Potency, µM (highest dose often 28.9 µM), for the others: at the highest dose activity, negative = inhibition, most hits filed as inhibitors; P. falciparum Dd2 growth, SYBR Green, 72 h; 4.3% of 120,000 active; active = well fitted inhibition curve with a large enough effect; inconclusive = small, poorly fitted or top-dose-only effect; inactive = no such curve, though single readings can be large or run the other way;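 also: plate controls were DMSO vehicle for no effect and reference drug for full effect; nearly all actives have a fitted effect of over 65% in size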
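Readout: SYBR Green fluorescence, 485 nm excitation, 535 nm emission, after ~16 h lysis at 37C. Before that, Dd2-infected red cells (2.5% hematocrit) grew 72 h with compound, 29 uM top final concentration.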
The depositor's hits bear a star; i = inactive; ? = inconclusive; & = joins results of further samples; [ ] = dose if it differs, or a comment. Potency is read from the fitted curve at half-maximal effect. Some of the compounds tested (hit frequency here may not be typical).

SMILES	Pf Dd2 growth
CN1CCN(C(=O)C(=O)Nc2c3c(nn2-c2ccc(Cl)cc2)CSC3)CC1	-13.0%
CCc1nc(-c2c3n(c(=O)n(Cc4ccccc4)c2=O)CCCC3)no1	-11.5%
CCO[C@H]1CN(C(=O)c2cnn(Cc3ccccc3)c2)C[C@@H]1O	-8.2%
COCCCNC(=O)CSc1nc2cc(OC)c(OC)cc2c2nc(-c3ccccc3)nn12	-22.2%
C[C@H](C(=O)N1Cc2ccccc2CC2(CCCN2C)C1)c1ccccc1 (stereo partly drawn)	?
COCCCNC(=O)c1cc(C)nc2onc(C3CCNCC3)c12	-5.9%
CC(=O)N1CCC(N2CC3(C2)C(=O)N(Cc2ccccc2F)C(=O)[C@@H]2C[C@@H](O)CN23)CC1	18.1%
COc1cc(CNCC2CCOCC2)ccc1OCC(O)CN(C)C1CCCCC1 (stereo not drawn)	12.6µM*
COCC1CN(C(=O)Cc2ccc(S(C)(=O)=O)cc2)CC12CCNCC2 (stereo not drawn)	15.7%
COc1ccc(OC)c(S(=O)(=O)N2[C@@H]3CC[C@H]2CC(NC(=O)c2ccc(F)cc2)C3)c1 (stereo partly drawn)	?
O=C(CSc1nc(-c2ccc(F)cc2)[nH]c1-c1ccccc1)NCC1CCCO1 (stereo not drawn)	-15.9%
CCC(c1cccs1)N1C(=O)[C@H]2CN(C)C[C@H]2C1=O (stereo partly drawn)	5.9%
COc1ccc(-n2cc(C(=O)OCc3ccc(F)c(F)c3)c3ccccc3c2=O)cc1	-19.7%
COc1ccccc1CCC(=O)N1C[C@H](c2nc(-c3cccnc3)no2)[C@@H](C)C1	-1.8%
Cc1cc2nc3n(c(=O)c2n1CC(=O)Nc1ccc2c(c1)OCO2)CCCC3	?
Fc1ccc(CN2CCCC3(CC(c4cccc(C(F)(F)F)c4)=NO3)C2)cc1 (stereo not drawn)	-15.8%
Cc1cc(Nc2ccc(C)c(C)c2)n2cnnc2n1	?
O=c1cc(-c2ccccc2)n2c(SCc3ccc([N+](=O)[O-])cc3)nnc2[nH]1	i
O=C(N[C@H]1[C@H](O)[C@H](O)C[C@@H]1c1ccncc1)c1ccccc1	4.3%[44.1 µM]
Cc1ccc2c(c1)c(=O)c1ccccc1n2CCCC(=O)Nc1ccc(Cl)cc1C	?
O=C(NC1CC1)[C@@H]1C[C@H](Oc2ccccc2)CN1C(=O)CN1CCCCCC1	?
Cc1cn2nc(C(=O)NC3CCCCCC3)cc2c(N2CCCC2)n1	?
CNC(=O)[C@@H]1C[C@H](Oc2ccccc2)CN1S(=O)(=O)c1cccs1	-3.0%
Cc1ccc(C)c(NC(=O)c2cc(S(=O)(=O)N3CCN(c4cccc(Cl)c4)CC3)ccc2F)c1	i
COc1ccc(-c2noc([C@@H]3C[C@H](NS(=O)(=O)c4ccc(OC)cc4)CN3C)n2)cc1	?
COc1ccc(-n2nc3n(c2=O)CCN(Cc2ccc(C(F)(F)F)cc2)C3)cc1	-5.2%
O=C(Nc1cccn2nc(C3CCC3)nc12)c1ccc(F)cc1Cl	-26.6%
O=C(CCNS(=O)(=O)c1ccc2c(c1)CCN2C(=O)C1CC1)N1CCN(c2ccccc2F)CC1	-7.5%
COCC(=O)N1CCC2(CC1)Cc1ccccc1NC2=O	0.5%[44.1 µM]
COc1cc(OC)c(NC(=O)Nc2cccc(OCc3cc(=O)n4ccccc4n3)c2)cc1Cl	?
N#Cc1ccc(-n2nc(C3CCOCC3)nc2C2(C(N)=O)CC2)cc1	-1.7%
COCCCNC(=O)CSc1nc(-c2ccc(OC)cc2)[nH]c1-c1ccc(OC)cc1	-20.5%
COCCOCC1(CNCC2CCCC2)C[C@@H](O)[C@@H](O)C1 (stereo partly drawn)	?
CCC(CC)N1CC(Oc2cccc(C(=O)NCC3CC3)c2)C1	i
Cc1ccccc1NC(=O)CCc1c(C)nc2c(c1C)c(=O)n(C)c(=O)n2C	40.3%[activator]
COc1ccc(Cl)cc1NC(=O)CN(C)S(=O)(=O)c1ccc2c(c1)CCCN2C(C)=O	?
CCOc1cc(CNCCSc2nnnn2C)cc(Cl)c1OCc1ccc(Cl)cc1	i
Cc1ccccc1N(C)S(=O)(=O)c1nnc(NC(=O)C(C)C)s1	6.3%
O=C([C@@H]1C[C@H](Oc2ccccc2)CN1C(=O)c1ccncc1)N1CCCC1	-14.1%
COCCNC(=O)C(NC(=O)C1CCCC1)C1CCN(C(=O)c2cccs2)CC1 (stereo not drawn)	21.9%
COc1ccc(C2=NC(C)(C)N(CC(=O)Nc3ccc(F)c(F)c3)C2=O)cc1	23.9%
O=C1NC(C(=O)N2CCc3ccccc3C2)Cn2cccc21 (stereo not drawn)	-21.2%
CCc1ccc(S(=O)(=O)N(C(=O)Oc2ccccc2)c2ccc3oc(C)c(C(=O)OC)c3c2)cc1	-9.0%
CN(Cc1ccccc1)Cc1cc(CC2(NCc3ccc(N(C)C)cc3)COC2)no1	-21.0%[44.1 µM]
CCc1ccccc1NS(=O)(=O)c1ccc(-c2coc(C)n2)cc1	-18.6%
CC(C)c1ccc(NC(=O)Cn2cc(S(=O)(=O)Cc3ccccc3Cl)c3ccccc32)cc1	-5.8%
O=C(NCC1CC1)C1CCCN(c2nc3ncccc3o2)C1 (stereo not drawn)	12.8%[44.1 µM]
O=C(C1CCc2nnc(C3CCN([S+](=O)([O-])c4ccccc4)CC3)n21)N1CCOCC1 (stereo not drawn)	13.2%
CC(C)(C)OC(=O)N1CCC(c2c(C(=O)NC3CCN(Cc4ccccc4)CC3)cnn2-c2ccc(F)cc2F)CC1	11.2µM*
Cc1ccc(CNc2ncnc3c2c(-c2ccccc2)cn3-c2ccccc2)cc1	?

Quoted at random: 4 compounds from above
SMILES	Pf Dd2 growth
CN(Cc1ccccc1)Cc1cc(CC2(NCc3ccc(N(C)C)cc3)COC2)no1	-21.0%[44.1 µM]
O=C(NCC1CC1)C1CCCN(c2nc3ncccc3o2)C1 (stereo not drawn)	12.8%[44.1 µM]
CC(C)(C)OC(=O)N1CCC(c2c(C(=O)NC3CCN(Cc4ccccc4)CC3)cnn2-c2ccc(F)cc2F)CC1	11.2µM*
Cc1ccc(CNc2ncnc3c2c(-c2ccccc2)cn3-c2ccccc2)cc1	?

Additional structures follow.
SMILES	Pf Dd2 growth
CCO[C@H]1CN(C(=O)CCn2c(C)cc(C)nc2=O)C[C@@H]1O	-7.3%
O=C(NC1CCN(c2cc(-c3ccc(F)cc3)[nH]n2)CC1)c1cc(F)ccc1Cl	i
COC(=O)C1=CN(Cc2cccc(Cl)c2)S(=O)(=O)N=C1C	?
Cc1nc(CNC(=O)c2cccc(S(=O)(=O)NCc3cnn(C)c3)c2)no1	-0.5%
COc1ccc(C(=O)N2CCC(N3CCCNC3=O)CC2)cc1	-8.7%&9.3%[44.1 µM]
COc1ccc(CNC(=O)c2cc3cccc(OC)c3oc2=O)cc1	i
COCCNC(=O)CCc1cc2ccc(C)cc2[nH]c1=O	16.0%
COc1ccc(CN2CCc3ncc(C(=O)NCCOc4ccccc4)n3CC2)cn1	-17.9%[44.1 µM]
COc1cc(-c2cnc3n[nH]c(-c4ccc(F)cc4C)c3n2)ccn1	14.8%[44.1 µM]
O=C(Cn1ccn2nc(-c3ccccc3)c(CO)c2c1=O)N1CCc2ccccc21	4.3%

The final 6 records of the part before are carried over, then new ones follow.
SMILES	Pf Dd2 growth
COc1ccc(C(=O)N2CCC(N3CCCNC3=O)CC2)cc1	-8.7%&9.3%[44.1 µM]
COc1ccc(CNC(=O)c2cc3cccc(OC)c3oc2=O)cc1	i
COCCNC(=O)CCc1cc2ccc(C)cc2[nH]c1=O	16.0%
COc1ccc(CN2CCc3ncc(C(=O)NCCOc4ccccc4)n3CC2)cn1	-17.9%[44.1 µM]
COc1cc(-c2cnc3n[nH]c(-c4ccc(F)cc4C)c3n2)ccn1	14.8%[44.1 µM]
O=C(Cn1ccn2nc(-c3ccccc3)c(CO)c2c1=O)N1CCc2ccccc21	4.3%
O=C(NC1CCCN(c2cc(-c3ccc(F)cc3)[nH]n2)C1)c1ccsc1 (stereo not drawn)	?
O=C(c1cccnc1)N1CCC(OC2CCN(Cc3ccccc3)CC2)CC1	-15.9%
Cc1cccc(Cn2c(SCc3ccc(C(=O)N4CCCCCC4)cc3)nc3ccncc32)c1	?
Cc1ccc(C2Cn3nnc(C(=O)N4CCC(C(=O)NCc5ccccc5Cl)CC4)c3CO2)cc1 (stereo not drawn)	i
O=C(c1cc(F)cc(F)c1)N1C[C@@H](CO)[C@H](c2nc(C3CC3)no2)C1	?
Cc1ccc(S(=O)(=O)N2CCC(n3cnnc3C3CC3)CC2)cc1Cl	i
O=C(c1cccc(F)c1)N1CCOC[C@H](Oc2cccnc2)C1	9.9%[44.1 µM]
O=C(NCCCN1CCOCC1)c1ccc(N2CC3CC(C2)[C@H]2CCCC(=O)N2C3)nc1 (stereo partly drawn)	-29.8%
CCOc1ccccc1CN1CCC2(CCN(C(=O)c3ccccc3C)CC2)Oc2ccccc21	?
CCN(CCc1nc2ccc(C)cc2[nH]1)C(=O)c1ccccc1C1CCNC1 (stereo not drawn)	-13.4%
COC(=O)C1=C(C)N=C2SC=C(CC(=O)NCC3CCCO3)N2C1c1cc(OC)ccc1OC (stereo not drawn)	?
COc1ccc2oc(CNC(=O)C3CCN(CC(N)=O)CC3)nc2c1	-3.2%
CC(C)Cc1nc2ccc(NC(=O)C[C@H]3NC(=O)c4ccccc4NC3=O)cc2[nH]1	-11.5%
Cc1ccc(Cl)cc1N1CCN(C(=O)C2CCC(CNS(=O)(=O)c3cccs3)CC2)CC1 (stereo not drawn)	i
CNC(=O)C1(N2CCC[C@H]2C(=O)NCC2CC2)COC1	5.4%[44.1 µM]
CC(CCNC(=O)c1cc(S(N)(=O)=O)ccc1F)N1CCN(C)CC1 (stereo not drawn)	-24.0%
CCOc1ccc(-c2cc(NC(=O)Nc3ccccc3C(F)(F)F)c(C(=O)OC)s2)cc1	i[5.79 µM]
Cc1noc([C@H]2CCN(C(=O)Nc3ccccc3F)C[C@H]2NC(=O)C2CC2)n1	i[5.79 µM]
CN(C(=O)CSc1nc2ccccc2n1Cc1ccccc1C#N)c1ccccc1	-26.6%
CCOC(=O)c1ccccc1NC(=O)c1sc2ncn(Cc3cccc(F)c3)c(=O)c2c1C	22.3%
CCOc1ccc(NC(=O)Cn2nc(-c3ccncc3)ccc2=O)cc1	37.6%[activator]
COc1ccc(CCNC(=O)c2ccc(CS(=O)(=O)Cc3cccc(C)c3)o2)cc1OC	4.5%
Cc1ccoc1C(=O)N1CC[C@@H]2CN(S(C)(=O)=O)[C@@H]2C1	-4.3%
CC(O)CNS(=O)(=O)c1cccc(C(=O)Nc2cccc3c2CCC3)c1 (stereo not drawn)	-11.5%
CCS(=O)(=O)N1CCCC(c2nc(-c3ccccc3)no2)CCNC(=O)CC1 (stereo not drawn)	-23.3%
CCOC(=O)c1ccccc1NC(=O)Cn1c(=O)n(Cc2nc(-c3ccccc3)no2)c(=O)c2ccccc21	?
CN(C)CCNC(=O)c1n[nH]c2c1CN(C(=O)c1ccc(F)cc1F)CC2	i
Cc1ncc2c(n1)C[C@@H]1CC[C@H]2N1C(=O)c1ccccn1	9.3%
Nc1c(-c2nc(-c3cccs3)no2)nnn1-c1cccc(Cl)c1	-5.2%
COc1ccc(S(=O)(=O)N(CC(=O)NCCSc2ccccc2)c2ccc(C)cc2)cc1	16.3%
CC(C)(C)C(=O)N1CCCC(c2nn(-c3ccc(F)cc3)c(=O)[nH]2)C1 (stereo not drawn)	?
CCOc1ccc(NC(=O)CN2CCN(C3CCCCC3)C(=O)C2=O)cc1	21.6%
CC(=O)NC1(C)CCN(Cc2ccc(-c3ccc(N4CCOCC4)cc3)cc2)C1 (stereo not drawn)	-20.5%[44.1 µM]
CC(=O)Nc1ccc(-c2ccc3n(c2=O)C[C@H]2C[C@@H]3CN(C3CCN(C)CC3)C2)cc1	-5.0%[44.1 µM]
CCC1(O)CCC12CCN(C(=O)c1cnccc1C)CC2 (stereo not drawn)	i
CCCn1c(=O)n(-c2cc(Cl)c(OC)cc2OC)c(=O)c2c3c(sc21)CN(C(C)=O)CC3	?
O=C(Nc1ccc(F)c(F)c1)c1cc(S(=O)(=O)NCc2ccc3c(c2)OCO3)ccc1F	15.3%
Cc1c(C(=O)OC2CCCCCC2)[nH]c2c1C(=O)CC(c1ccccc1Cl)C2 (stereo not drawn)	10µM*
COc1ccc(CC(=O)N2CC3(Cc4ccccc4N(C(C)=O)C3)C2)cc1	-20.0%
Cc1nc(C)c(C(=O)N2CCOCC(O)(CN3CCCC3)C2)s1 (stereo not drawn)	-7.7%
Cc1ccc(Cl)cc1N1CCN(C(=O)CCc2nnc3n(C)c(=O)c4ccccc4n23)CC1	-18.6%
CCOc1ccc(N(C)S(=O)(=O)c2cc(-c3cc(C)no3)ccc2OC)cc1	-7.8%
Cc1cccc(C(=O)N2C[C@@H](Oc3ccccc3)C[C@H]2C(=O)NC2CC2)c1	3.4%
COCC(=O)N1CCc2nc(-c3ccccc3)nc(-c3ccc(Cl)cc3)c2C1	?
CCc1ccc(N2CCn3c2nc2c3c(=O)n(Cc3c(F)cccc3Cl)c(=O)n2C)cc1	28.3%
O=C([C@@H]1C[C@H](Oc2cccnc2)CN1C(=O)CCc1ccccc1)N1CCCC1	7.4%
COc1ccc(-c2cnc3[nH]cc(CC(N)=O)c3c2)cc1OC	0.631µM*
Cc1ccc(CNC(=O)CCNS(=O)(=O)c2cccc3nsnc23)cc1	24.6%
CCOc1cc(=O)n2c(c1C(=O)Nc1cc(Cl)c(OC)cc1OC)CCCC2	-24.4%
CN(CC1CCOC1)S(=O)(=O)Cc1ccccc1Cl (stereo not drawn)	1.9%[5.79 µM]
COC(=O)c1ccc(NC(=O)C(C)N2Cc3ccccc3C2=O)cc1 (stereo not drawn)	8.0%
CC1(C(=O)N2CCc3ccccc32)CCCCC(=O)N1 (stereo not drawn)	i
CN(C)CCN1CC2(CCCN(C(=O)CCCn3cnnn3)C2)CCC1=O (stereo not drawn)	-2.6%
